# High-throughput results (PubChem)
# TNFa cytotox – toxic to HUVEC cells under TNF alpha stimulation | HUVEC TNFalpha-stimulated, Hoechst cell count, imaging | cell count reduction, % at 2 µM | 0.17% of 93,000 active;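 active means cell count reduction exceeding the screen mean by over 5 SD, scaled to untreated wells per plate, cut at about 78% in these data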;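 further: cells counted after 24 h of TNF alpha exposure following the 1 h pretreatment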
# H69AR inhibit – growth inhibitors of human H69AR lung tumor cells; 6% of 85,000 active; viability, % at 10 µM; AID 598; H69AR lung tumor viability, ATP luminescence, 72 h; stronger effect = lower value;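 active means viability at or below 40%; inactive means viability above 40%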;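 further: multidrug resistant small cell line overexpressing MRP-1 efflux transporter; 100% = mean luminescence of untreated control wells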
# cytoskel mod – cytoskeleton assembly modification | inhibition, % at 2 µM | AID 836 | HUVEC TNFa F-actin phalloidin imaging, high content | 0.18% of 91,000 active;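 active means inhibition above the batch mean plus 3 SD and confirmed as a hit by visual image inspection, cut at about 30% in these data, passing the limit was not always enough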; further: strong numbers were not always called active
# Smad3 FoxH1 inh – Smad3 (human) transcription factor binding inhibition. P84022. TR-FRET Smad3/Dy647-FoxH1 peptide binding, europium anti-His. inhibition, % at 25 µM. 0.29% of 88,000 active;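 active means compounds that reduce the energy-transfer binding signal between the protein and its labelled peptide by more than half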;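 further: 0% = Smad3 plus labelled peptide maximal FRET and 100% = peptide-only background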
# VCAM1 TNFa inh – reduces TNF alpha induced VCAM1 expression in HUVEC; HUVEC TNFa-induced VCAM-1 immunofluorescence, high-content imaging; inhibition, % at 2 µM; 0.48% of 95,000 active; AID 802;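 active means inhibition above the batch mean plus 3 SD, with images confirmed as a hit by eye, cut at about 37% in these data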;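 further: 0% = TNF-stimulated DMSO wells and 100% = unstimulated control wells; not every result past the cut was called active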
# PTK2B oligo ant – Pyk2 (human) oligomerization antagonism; AID 1347419; Q293 cells, Pyk2 FERM NanoBiT luminescence; stronger effect = lower value; 0.83% of 99,000 active; z-score (the deposit names both 25 µM and 10 µM);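 active means Z-score of -3 or lower, scaled per plate to the spread of control and sample wells; inactive means z-score above -3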;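 further: negative z-score means lost luminescence so less FERM oligomerization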
# Target sequence (Q14289 whole entry, looked up): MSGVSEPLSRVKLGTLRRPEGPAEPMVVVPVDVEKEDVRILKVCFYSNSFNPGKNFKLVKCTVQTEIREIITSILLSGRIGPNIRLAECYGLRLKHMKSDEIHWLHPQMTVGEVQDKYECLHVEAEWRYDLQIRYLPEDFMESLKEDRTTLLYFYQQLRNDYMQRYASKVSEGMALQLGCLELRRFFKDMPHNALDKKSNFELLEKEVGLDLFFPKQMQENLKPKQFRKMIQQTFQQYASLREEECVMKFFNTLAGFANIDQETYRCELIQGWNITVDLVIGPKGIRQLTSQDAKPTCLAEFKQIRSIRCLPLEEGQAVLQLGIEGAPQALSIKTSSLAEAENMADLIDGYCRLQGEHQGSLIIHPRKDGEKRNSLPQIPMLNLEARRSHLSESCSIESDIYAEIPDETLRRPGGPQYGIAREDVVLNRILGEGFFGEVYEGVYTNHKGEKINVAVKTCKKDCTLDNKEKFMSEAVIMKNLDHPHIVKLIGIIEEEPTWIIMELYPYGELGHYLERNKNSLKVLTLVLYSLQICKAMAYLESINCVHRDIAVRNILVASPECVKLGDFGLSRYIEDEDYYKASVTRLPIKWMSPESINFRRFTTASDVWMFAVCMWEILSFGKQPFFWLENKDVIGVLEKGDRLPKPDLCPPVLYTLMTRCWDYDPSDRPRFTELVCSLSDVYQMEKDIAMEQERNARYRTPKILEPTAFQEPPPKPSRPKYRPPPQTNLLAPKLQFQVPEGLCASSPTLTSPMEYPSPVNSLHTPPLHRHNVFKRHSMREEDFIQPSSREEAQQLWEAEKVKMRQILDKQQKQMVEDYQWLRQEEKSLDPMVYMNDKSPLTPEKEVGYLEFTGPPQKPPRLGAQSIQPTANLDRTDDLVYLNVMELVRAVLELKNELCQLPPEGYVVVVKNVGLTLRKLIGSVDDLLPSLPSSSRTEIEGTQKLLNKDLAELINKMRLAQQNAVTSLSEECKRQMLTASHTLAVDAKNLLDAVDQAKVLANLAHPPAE
# HUVEC inhibit – blocks proliferation of human endothelial cells | HUVEC proliferation, CellTiter-Glo luminescence, 72 h; stronger effect = lower value | viability, % at 10 µM (by protocol) | 1.1% of 86,000 active | AID 648;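 active means viability at or below 30%; inactive means viability above 30%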;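 further: 100% = median luminescence of DMSO-only cell control wells on each plate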
# HUVEC tox IL1B – HUVEC cytotoxicity counter-screen, IL-1B stimulated; HUVEC cell count loss, Hoechst imaging; cell count reduction, % at 2 µM; 0.41% of 94,000 active;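 active means cell count reduction more than 3 SD above the screen-wide mean, cut at about 70% in these data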;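 further: normalized per plate to untreated control cells as the no-loss baseline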
# Lung fibro prol – blocks proliferation of human lung fibroblasts; LL 47 human lung fibroblast viability, ATP luminescence; stronger effect = lower value; viability, % at 10 µM; 1.1% of 85,000 active; AID 719;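 active means viability at or below 50% in the single dose screen; inactive means viability above 50%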;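 further: compound exposure lasted 72 h before the ATP readout; 100% = median luminescence of untreated cell-only wells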
#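 Test system: LL 47 human lung fibroblasts / Incubation: 72 h compound exposure at 37 °C after overnight plating / Technique: luminescent ATP detection, CellTiter-Glo / Compound dosing: 0.1% DMSO in all compound wells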
# Starred values were filed as active, the others as inactive; · = no result given. Only part of the results is shown, so the mix of outcomes need not match the whole.
# Preview, 5 compounds:
# Each structure is followed by: HUVEC tox IL1B	HUVEC inhibit	Smad3 FoxH1 inh	Lung fibro prol	H69AR inhibit	cytoskel mod	TNFa cytotox	PTK2B oligo ant	VCAM1 TNFa inh
1. CCOC(=O)C1CCCN(c2c(N3CCc4ccccc4C3)c(=O)c2=O)C1 (stereo not drawn)
→ -5	107	-17	117	88	-6	2	·	7
2. COc1ccc(OC)c(C(=O)CSc2nnc(-c3cccnc3)n2C)c1
→ -6	96	-1	94	89	-32	-1	0.61	16
3. CNC(=O)c1ccc2nc(NC(C)=O)sc2c1
→ -4	91	3	111	99	12	-17	1.2	6
4. CC(C)(CNS(=O)(=O)c1ccc(Cl)cc1)N1CCCCC1
→ ·	99	-4	105	90	·	·	-0.42	·
5. Cc1occc1-c1nnc(SCC(=O)c2c[nH]c3ccccc23)n1C
→ 3	90	-3	92	101	4	-10	0.03	-9

# All compounds of this part, from the first entry:
# Each structure is followed by: HUVEC tox IL1B	HUVEC inhibit	Smad3 FoxH1 inh	Lung fibro prol	H69AR inhibit	cytoskel mod	TNFa cytotox	PTK2B oligo ant	VCAM1 TNFa inh
1. CCOC(=O)C1CCCN(c2c(N3CCc4ccccc4C3)c(=O)c2=O)C1 (stereo not drawn)
→ -5	107	-17	117	88	-6	2	·	7
2. COc1ccc(OC)c(C(=O)CSc2nnc(-c3cccnc3)n2C)c1
→ -6	96	-1	94	89	-32	-1	0.61	16
3. CNC(=O)c1ccc2nc(NC(C)=O)sc2c1
→ -4	91	3	111	99	12	-17	1.2	6
4. CC(C)(CNS(=O)(=O)c1ccc(Cl)cc1)N1CCCCC1
→ ·	99	-4	105	90	·	·	-0.42	·
5. Cc1occc1-c1nnc(SCC(=O)c2c[nH]c3ccccc23)n1C
→ 3	90	-3	92	101	4	-10	0.03	-9
6. COc1cccc(NC(=O)CSc2nnc(Cc3cccs3)n2-c2ccc(C)cc2)c1
→ -17	95	-22	106	87	-9	-17	-3.2*	22
7. O=C(Nc1ccc(S(=O)(=O)NC2CCCCC2)cc1)c1ccco1
→ 43	92	-2	91	96	-4	21	-0.97	0
8. O=C(Nc1ccc(CN2CCOCC2)cc1)c1ccccc1F
→ -22	102	-4	104	86	-10	-6	0.26	-5
9. O=C1C2C3C=CC(C3)C2C(=O)N1c1n[nH]c(-c2cccnc2)n1 (stereo not drawn)
→ -39	107	-7	108	102	-36	17	0.21	0
10. CC(=O)NS(=O)(=O)c1cccnc1Nc1ccc(Cl)cc1
→ -2	·	·	·	·	20	-58	1.6	-14
11. COc1ccccc1NC(=O)CSc1nnnn1-c1ccc(C)cc1
→ -19	88	4	101	83	-2	-12	-1.6	-5
12. O=C(O)CCC(=O)Nc1ccc(N2CCOCC2)cc1
→ 13	94	-2	97	82	13	-24	-1.2	4
13. O=c1ccc(Oc2nc(N3CCCCC3)nc(N3CCCCC3)n2)n[nH]1
→ 25	84	-7	93	72	-1	10	-0.54	-19
14. CC(=O)NC(CCS(C)(=O)=O)C(=O)Nc1ccc2c(c1)OCO2 (stereo not drawn)
→ ·	100	-4	95	95	·	·	·	·
15. CCC(C)(C)NC(=O)C(c1cccc(OC)c1)N(C(=O)c1ccn[nH]1)c1cccc(OC)c1 (stereo not drawn)
→ -8	85	3	92	83	-12	-36	-1.4	-12
16. CCCCN(CCCC)CCCNC(=O)CC1Oc2ccc(C)cc2NC1=O (stereo not drawn)
→ -53	79	4	95	92	2	8	1.4	29
17. CS(=O)(=O)N(CC(=O)Nc1cc(Cl)ccc1Cl)c1ccccc1
→ 6	82	-17	100	107	·	-38	-0.22	7
18. Cc1ccc(N2C(=O)C3C(C2=O)C(C(=O)c2ccc(Cl)cc2)N2CCCC32)cc1 (stereo not drawn)
→ -16	94	3	92	99	-11	-11	0.8	5
19. COc1cccc(N=c2oc3c(C)ncc(CO)c3cc2C(N)=O)c1
→ -22	91	11	98	68	0	-7	0.35	4
20. COC(=O)c1cc(C)nc(N)c1C#N
→ -2	94	4	104	92	-19	-13	0.11	8
21. COc1ccc(-c2noc(-c3cccc(OC)c3OC)n2)cc1OC
→ ·	92	-11	102	97	·	·	·	·
22. O=C(CCCC(=O)Nc1cccnc1)Nc1cccnc1
→ -1	·	·	·	·	6	·	-0.7	-38
23. COCCn1c(SCC(=O)N2CCC(C)CC2)nc2ccccc2c1=O
→ ·	92	6	95	79	·	·	-0.23	·
24. COc1ccc(/C(O)=C2\C(=O)C(=O)N(c3cc(C)on3)C2c2ccccc2OC)cc1 (stereo not drawn)
→ -29	99	8	99	60	-1	-12	-0.54	6
25. COc1ccc(OC)c(NC(=O)CN2C(=O)NC3(CCOc4ccccc43)C2=O)c1 (stereo not drawn)
→ 13	·	·	·	·	-4	-11	-0.45	1
26. Cc1cc(C)nc(SCc2nnc(SCC(=O)Nc3nc(-c4ccccc4)cs3)n2-c2ccccc2)n1
→ -2	75	11	95	79	-2	-8	-0.25	6
27. O=C(c1ccccc1)N1CCCC(C(=O)N2CCCCCC2)C1 (stereo not drawn)
→ -29	·	·	·	·	43	3	-0.4	-8
28. Cc1ccc(SCc2[nH]nc3c2C2(CCSCC2)C(C#N)=C(N)O3)cc1
→ -12	87	-2	97	96	-17	-26	2.3	8
29. Cc1noc(C)c1S(=O)(=O)N1CCCCC1
→ -2	95	12	90	90	·	-14	-1.2	1
30. Clc1ccc2[nH]c3c(NCC4CCCO4)ncnc3c2c1 (stereo not drawn)
→ -25	57	-17	90	53	-25	7	·	-35
31. COc1cccc(-c2nn(C)c3sc(C(=O)N4CCN(c5ccccc5)CC4)cc23)c1
→ ·	71	-2	105	71	·	·	-1.8	·
32. COCCN(CC(=O)NCC1CCCO1)C(=O)CCC(=O)Nc1cc(C)on1 (stereo not drawn)
→ 26	101	6	98	88	-6	-4	0.13	2
33. Cc1nc(-c2cccnc2)sc1C(=O)Nc1ccc(Cl)cc1
→ -11	·	·	·	·	12	-1	-0.25	5
34. CCCN1C(=O)C(O)(C/C(C)=N/O)c2ccccc21 (stereo not drawn)
→ 13	100	1	103	97	-20	-21	0.14	0
35. Cc1ccc(NC(=O)Nc2cccs2)cc1
→ ·	108	-2	104	92	·	·	0.73	·
36. COc1ccc(OC)c(S(=O)(=O)Nc2ccc(O)c(Sc3ncn[nH]3)c2)c1
→ 11	·	·	·	·	17	-6	0.09	1
37. Cc1ccc(S(=O)(=O)c2c(C)nn(C(C)(C)C)c2OC(=O)c2ccc(Br)o2)cc1
→ 6	13*	-11	102	37*	-19	-36	-1.2	7
38. CCC(C(=O)NCc1ccco1)N(Cc1cccs1)C(=O)CNS(=O)(=O)c1ccccc1 (stereo not drawn)
→ -4	98	-20	100	73	7	-29	0.84	6
39. CCOC(=O)c1cnc(SCC(=O)NCc2cccs2)nc1N
→ ·	94	12	102	72	·	·	-0.2	·
40. CC(C)Cn1c(N)c(C(=O)NCCN2CCOCC2)c2nc3ccccc3nc21
→ -31	90	0	93	46	10	-16	-0.58	-6
41. CC(C)(C)n1ncc2c(=O)n(CC(=O)Nc3ccc(Cl)cc3)cnc21
→ -27	98	10	101	71	-47	13	-1.3	11
42. Cc1cc(C(F)(F)F)nc(NCc2cccnc2)n1
→ -44	83	1	90	95	16	-32	0.17	-40
43. COc1ccc(C(=O)NCC2OCCc3ccccc32)cc1 (stereo not drawn)
→ -6	91	1	96	92	-21	-3	-0.11	-16
44. OCc1ccccc1NC(=S)Nc1cccnc1
→ -1	106	10	105	90	-5	-8	-0.26	27
45. CC(=O)c1cccc(NC(=S)NC(=O)CC(C)(C)C)c1
→ 7	·	·	·	·	-10	·	1.6	22
46. COc1ccc(C2=NO[C@@H]3C(=O)N(c4cccc(C)c4C)C(=O)[C@H]23)cc1OC
→ 2	92	-7	99	104	-9	-23	0.06	7
47. Cc1cc(/C=C(\C#N)C(=O)NCc2cccs2)c(C)n1-c1ccc([N+](=O)[O-])cc1
→ -16	87	6	68	78	10	-9	0.71	14
48. O=C1CC(c2ccco2)CC2=C1C=Nc1ccccc1N2 (stereo not drawn)
→ 0	107	9	100	66	-4	15	1.3	9
49. CC(C)CCNC(=O)Cn1c2c(c(-c3ccccc3Cl)cc1=O)CCC2
→ -1	111	5	93	95	3	0	·	7
50. O=C(CCS(=O)(=O)c1ccc(Cl)cc1)OCC(=O)N1CCCCC1
→ ·	97	0	98	106	·	·	2.5	·
51. Cc1cccc(C(=O)NCCc2nnc(SCC(=O)Nc3nc(C)cs3)n2C)c1
→ -8	87	-3	88	98	-24	5	0.2	2
52. CCC1(C)Cc2c(sc3nc(SC)nc(N)c23)CO1 (stereo not drawn)
→ -2	93	-8	100	63	-4	1	-1.2	-17
53. COCCn1c(C)cc(C(=O)COC(=O)c2n[nH]c3ccccc23)c1C
→ ·	82	12	81	59	·	·	0.64	·
54. CC(=Nc1cccc(C)c1)c1sc2ccccc2c1O
→ -13	86	-6	109	44	-21	10	0.15	5
55. O=C(N1CCCC1)N1CCN(c2ncnc3c(-c4ccc(Cl)cc4)nsc23)CC1
→ ·	98	-3	94	89	·	·	·	·
56. O=C(O)c1ccn(Cn2cnc3ccccc32)n1
→ -27	85	-4	96	92	·	-2	1.3	17
57. CC(=O)OC(C(=O)NC1CCCCC1)c1cccc(C)c1 (stereo not drawn)
→ -15	98	-5	101	82	35	-23	0.96	1
58. COc1ccc(C(=O)Nc2cc(OCc3ccccc3)c(Cl)cc2Cl)cc1
→ -46	·	·	·	·	-24	4	-0.32	7

# Looked up by structure from above:
# Each structure is followed by: HUVEC tox IL1B	HUVEC inhibit	Smad3 FoxH1 inh	Lung fibro prol	H69AR inhibit	cytoskel mod	TNFa cytotox	PTK2B oligo ant	VCAM1 TNFa inh
57. CC(=O)OC(C(=O)NC1CCCCC1)c1cccc(C)c1 (stereo not drawn)
→ -15	98	-5	101	82	35	-23	0.96	1
56. O=C(O)c1ccn(Cn2cnc3ccccc32)n1
→ -27	85	-4	96	92	·	-2	1.3	17
46. COc1ccc(C2=NO[C@@H]3C(=O)N(c4cccc(C)c4C)C(=O)[C@H]23)cc1OC
→ 2	92	-7	99	104	-9	-23	0.06	7
55. O=C(N1CCCC1)N1CCN(c2ncnc3c(-c4ccc(Cl)cc4)nsc23)CC1
→ ·	98	-3	94	89	·	·	·	·
58. COc1ccc(C(=O)Nc2cc(OCc3ccccc3)c(Cl)cc2Cl)cc1
→ -46	·	·	·	·	-24	4	-0.32	7
